DSG3 Ab inh: inhibitors of pemphigus antibody binding to DSG3, primary screen, biochemical, bead-based, flow cytometry, scFv-GFP; Desmoglein-3 (Homo sapiens), P32926; AID 588358, 2011; DSG3-coupled beads, scFv-anti-DSG3-GFP binding; hits give low values; 310,000 compounds, 0.48% hits; binding (percent of control), % at 10 µM;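 active means binding more than 3 SD below its plate's average and above zero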;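 further: hits lower antibody fragment binding to DSG3; some compounds called inactive have numbers as strong as hits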
Target sequence (P32926 whole entry, looked up, the tested form may be a part): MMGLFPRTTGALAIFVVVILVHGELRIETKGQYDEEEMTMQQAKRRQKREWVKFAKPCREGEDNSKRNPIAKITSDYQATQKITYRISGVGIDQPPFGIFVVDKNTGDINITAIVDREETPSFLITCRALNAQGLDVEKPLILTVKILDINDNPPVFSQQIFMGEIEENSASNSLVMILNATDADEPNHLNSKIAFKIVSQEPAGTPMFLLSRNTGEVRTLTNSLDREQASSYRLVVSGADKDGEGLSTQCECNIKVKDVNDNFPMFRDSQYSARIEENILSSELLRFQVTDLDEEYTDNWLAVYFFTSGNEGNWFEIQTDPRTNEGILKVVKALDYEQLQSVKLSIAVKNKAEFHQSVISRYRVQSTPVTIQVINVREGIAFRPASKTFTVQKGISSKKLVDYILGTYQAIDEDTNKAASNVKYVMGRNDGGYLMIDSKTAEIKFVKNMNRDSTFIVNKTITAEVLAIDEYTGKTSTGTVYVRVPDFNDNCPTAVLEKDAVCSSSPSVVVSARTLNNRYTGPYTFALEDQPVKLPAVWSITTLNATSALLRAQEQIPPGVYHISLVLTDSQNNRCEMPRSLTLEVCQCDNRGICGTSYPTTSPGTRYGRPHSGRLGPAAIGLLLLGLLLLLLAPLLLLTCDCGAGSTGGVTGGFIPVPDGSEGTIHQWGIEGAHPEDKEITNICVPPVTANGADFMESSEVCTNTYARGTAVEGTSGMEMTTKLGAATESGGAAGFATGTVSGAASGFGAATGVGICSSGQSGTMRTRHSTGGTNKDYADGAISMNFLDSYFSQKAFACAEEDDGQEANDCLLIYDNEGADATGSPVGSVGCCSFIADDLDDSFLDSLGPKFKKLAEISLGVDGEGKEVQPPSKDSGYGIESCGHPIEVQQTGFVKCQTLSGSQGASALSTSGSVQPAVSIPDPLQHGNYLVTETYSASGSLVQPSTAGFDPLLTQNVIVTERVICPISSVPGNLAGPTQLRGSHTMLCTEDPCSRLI
MOR-DOR ag: agonists of OPRM1-OPRD1 heterodimerization, primary screen, cell-based, luminescence | Mu-type opioid receptor (Homo sapiens) + Delta-type opioid receptor (Homo sapiens), … | cells | activation, % at 9.3 µM | 340,000 compounds, 0.3% hits; in the data active means activation above about 18%;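 further: 0% = vehicle-treated cells and 100% = reference agonist; values of inactives mirror those of a sister screen read the other way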
Cardiac RTF inh: cardiac RTF calcium sensitivity inhibitors, primary screen, biochemical, IANBD-TnC fluorescence, EC70 calcium | inhibition, % at 7.15 µM | AID 493244, 2011 | 340,000 compounds, 0.12% hits | IANBD-labeled cardiac RTF, Ca2+ fluorescence | Troponin I, cardiac muscle (Homo sapiens) + Troponin T, cardiac muscle (Homo sapiens) + …;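 active means inhibition above the mean inhibition of all tested compounds plus 3 SD, cut at about 17% in these data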;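 further: assay run at fixed EC70 calcium of 1.6 mM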
RTF Ca sens act: cardiac RTF calcium sensitivity activators, primary screen, biochemical, IANBD-TnC fluorescence, EC20 calcium | Troponin I, cardiac muscle (Homo sapiens) + Troponin T, cardiac muscle (Homo sapiens) + … | IANBD-labeled TnC RTF fluorescence at EC20 calcium; 0% EC20 calcium, 100% full calcium | activation, % at 7.2 µM | 340,000 compounds, 0.24% hits | AID 493008, 2010;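 active means activation above the mean over all tested compounds plus 3 SD, cut at about 30% in these data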;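 further: rise in fluorescence read as greater calcium sensitivity of cardiac thin filaments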
Wnt act: Wnt/beta-catenin pathway activators, primary screen, cell-based, plate reader, single point; Wnt/beta-catenin reporter cell assay, activator; 300,000 compounds, 1.2% hits; activation, % at 9.35 µM; AID 743398, 2014; in the data active means activation above about 30%, passing the limit was not always enough;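 further: 0% = neutral control wells and 100% = positive control wells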
Keap1 Nrf2 FP: Keap1-Nrf2 protein-protein interaction inhibitors, primary screen, biochemical, fluorescence polarization, single point. Kelch-like ECH-associated protein 1 (Homo sapiens), Q14145. Keap1 Kelch-Nrf2 peptide fluorescence polarization, 1536-well. inhibition, % at 9.4 µM. 340,000 compounds, 0.15% hits; in the data active means inhibition above about 12%;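 further: human Keap1 Kelch domain with fluorescein labeled Nrf2 9mer peptide probe; 0% = neutral control wells and 100% = peptide positive control; higher means more block of Keap1 binding to Nrf2 peptide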
OPRM1-OPRD1 inv: inverse agonists of MOR-DOR heterodimerization, primary screen, cell-based, luminescence | Mu-type opioid receptor (Homo sapiens) + Delta-type opioid receptor (Homo sapiens), … | cell-based MOR-DOR heterodimer luminescence, inverse agonism | inhibition, % at 9.3 µM | 340,000 compounds, 0.21% hits | AID 504357, 2011; in the data active means inhibition above about 22%, passing the limit was not always enough;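 further: 0% = cells with DMSO and 100% = wells without cells with DMSO; values of inactives mirror those of a sister screen read the other way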
V-ATPase pH: regulators of yeast V-ATPase proton pumping, primary screen, pHLuorin cytosolic pH fluorescence; 350,000 compounds, 0.37% hits; S. cerevisiae; response, % at 10 µM; in the data active means response mostly above about 7.3%, no sharp cut-off; inactive means mostly below about 5.4%; further: actives read high; inactives centre near 0; some compounds called inactive have numbers as strong as hits; reference of the scale not given here
Arr AP2 block: inhibitors of beta-arrestin/AP2 binding, primary screen, biochemical, GPCR trafficking, flow cytometry; beta-arrestin 1 C-terminal peptide binding to AP2 beta2-adaptin appendage (human); FITC-arrestin peptide / GST-AP2 beads; AP2 beta2 appendage carries R879A mutation; inhibition, % at 10 µM; 340,000 compounds, 0.31% hits; AID 504490, 2011;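 active means inhibition above a set limit, near 3 SD of compounds lacking own fluorescence, cut at about 54% in these data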;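 further: plate controls were DMSO wells for no effect and 5 µM unlabelled arrestin peptide for full effect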
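System: GST-AP2 R879A bound to glutathione beads, E. coli-expressed. Also added: 50 nM FITC-arrestin peptide. Schedule: compound with beads 12 min RT, then probe 1 h RT. Signal: bead flow cytometry, FITC channel. Read-out basis: percent response.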
C-LANA FP: inhibitors of KSHV C-LANA binding to DNA, primary screen, biochemical, fluorescence polarization, FAM-LBS DNA, MBP-C-LANA, single point. Kaposi's sarcoma herpesvirus LANA C-terminal domain (residues 932-1162) DNA binding. inhibition, % at 9 µM. 340,000 compounds, 0.078% hits. AID 504423, 2011;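 active means highest replicate inhibition at or above 60% at 9 µM, even if other replicates fall short; inactive means all replicates below 60% inhibition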;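 further: 0% = neutral control wells and 100% = 4 µM acridine orange control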
* hit, by the source's call; nt = not tested or not shown.

DSG3 Ab inh	MOR-DOR ag	Cardiac RTF inh	RTF Ca sens act	Wnt act	Keap1 Nrf2 FP	OPRM1-OPRD1 inv	V-ATPase pH	Arr AP2 block	C-LANA FP	compound
nt	-1.8	-0.7	-2.6	0.2	-0.8	8.1	-2.0	31.6	-0.8	c1ccc(N/N=C2\CCCc3ccccc32)nc1
nt	-1.6	-4.9	-5.9	2.6	1.5	8.1	-0.1	8.7	-1.9	C=C1c2cc(C)c(C)cc2NC(=O)N1c1ccccc1
99.2	1.8	-10.7	-3.5	46.5*	4.0	-11.2	-1.9	-11.6	3.1	Cc1ccn2cc(-c3ccc(NC(=O)c4ccco4)cc3)nc2c1
94.8	-3.4	-3.6	3.2	1.0	-1.4	18.1	-2.9	-12.6	-2.5	CC(NC(=O)C(Cc1ccccc1)n1cccc1)c1ccccc1 (stereo not drawn)
97.1	-3.5	12.1	-5.6	16.9	3.0	17.9	5.1	-10.6	1.1	CC(=O)Nc1ccc(NC(=O)CSc2nnc(NC(=O)c3cccc(F)c3)s2)cc1
103.8	-1.1	1.5	-8.2	0.3	6.6	5.5	-9.1	-3.7	-0.6	CN(Cc1ccccc1)C(=O)COC(=O)C1CCN(S(=O)(=O)c2ccc3c(c2)OCCO3)CC1
101.5	-0.3	-6.4	-5.2	-3.3	-6.4	1.5	-2.5	3.9	1.0	Cc1noc(C)c1CN1C(=O)c2cccc([N+](=O)[O-])c2C1=O
110.6	4.3	-1.7	-3.2	3.5	2.6	-21.5	1.5	27.8	-2.0	C=CCn1c(C)csc1=Nc1ccccc1C
86.1	0.7	-15.2	-1.2	-4.4	6.3	-3.8	-3.5	6.5	-0.7	COc1ccc(S(=O)(=O)N2CCC(C(=O)N3CCc4ccccc4C3)CC2)cc1Cl
99.5	1.9	-3.5	0.5	0.2	-3.8	-11.1	-1.6	0.4	-0.2	COc1ccccc1NC(=O)C(=O)NCC1COc2ccccc2O1 (stereo not drawn)
101.0	-2.0	-9.1	-3.8	-5.0	1.8	10.6	2.6	-4.8	1.1	COc1ccc(C(=O)NCCSc2ccc(C)cc2)cc1
nt	-1.5	-3.1	-0.6	-1.3	2.3	7.8	4.3	7.1	0.1	COC(=O)c1cc(S(=O)(=O)NCC2CCN(Cc3ccc(C)cc3)CC2)c[nH]1
104.0	-2.1	0.5	-2.3	5.4	-0.8	9.9	0.3	-6.2	2.0	Cc1cccc2c(=O)c(C(=O)NCCc3ccccc3)c[nH]c12
95.7	-1.3	-1.7	-3.0	-2.4	-5.3	5.6	3.9	-10.7	2.7	COc1cc2c(cc1OC)C(c1cc(OC)c(OC)c(OC)c1)C1(O)C(=O)OCC1(O)C2 (stereo not drawn)
99.9	5.2	-2.6	-8.4	nt	5.3	-29.1	-2.3	4.7	-2.3	CCN(CC)c1ccc(NC(=O)c2cc3ccccc3o2)c(C)c1
106.5	0.3	-0.5	4.7	3.9	-3.8	-1.7	1.6	-4.8	-0.7	Cc1ccc(NC(=O)Cn2cc3c(n2)CCC(C)C3)cc1 (stereo not drawn)
116.6	-1.1	-6.1	9.1	-0.8	-3.2	5.4	0.2	9.9	-0.1	COc1ccc(-c2cc(C(F)(F)F)c(C#N)c(SCC(=O)O)n2)cc1
51.6	17.1	2.1	-2.4	-0.9	3.4	-92.4	-7.7	-5.9	-1.3	O=C(Nc1ccc(S(=O)(=O)NCc2ccccc2)cc1)C1CCCCC1
104.3	-4.8	-2.6	0.0	nt	-1.9	20.9	-0.4	13.8	-0.2	Cc1c(C(=O)Nc2ccc(N3CCOCC3)cc2)oc2ccccc12
95.5	-5.0	2.2	-4.5	-0.4	-2.8	23.0	0.4	-4.2	-0.3	O=C(Nc1ccc(C(=O)N2CCCCC2)cc1)C1CCC1
102.5	0.2	-1.9	12.1	-0.4	-2.0	-1.3	-1.5	6.8	0.6	Cc1ccc(NC(=O)Cn2cnc3c(oc4nc5c(cc43)COC(C)(C)C5)c2=O)cc1
111.3	-2.5	-6.5	7.8	nt	-3.4	14.7	3.1	7.7	0.2	COc1ccc(NC(=O)C2CCCCN2CC(=O)OCc2ccccc2)cc1OC (stereo not drawn)
107.6	-2.3	-1.4	-1.4	nt	-3.6	9.5	1.3	1.1	-1.8	O=C(CCc1ccc(S(=O)(=O)NC2CCCCC2)cc1)NCc1ccccc1
98.1	nt	nt	nt	-2.0	5.1	nt	nt	-6.2	1.8	O=P(c1ccccc1)(c1ccccc1)C(O)c1ccccn1 (stereo not drawn)
104.0	-2.2	0.8	0.7	-1.5	-0.9	10.5	2.6	19.9	2.0	N#Cc1ccc(N/N=C/c2ccccc2)c([N+](=O)[O-])c1

Molecules shown so far containing a cyano group (2):
DSG3 Ab inh	MOR-DOR ag	Cardiac RTF inh	RTF Ca sens act	Wnt act	Keap1 Nrf2 FP	OPRM1-OPRD1 inv	V-ATPase pH	Arr AP2 block	C-LANA FP	compound
116.6	-1.1	-6.1	9.1	-0.8	-3.2	5.4	0.2	9.9	-0.1	COc1ccc(-c2cc(C(F)(F)F)c(C#N)c(SCC(=O)O)n2)cc1
104.0	-2.2	0.8	0.7	-1.5	-0.9	10.5	2.6	19.9	2.0	N#Cc1ccc(N/N=C/c2ccccc2)c([N+](=O)[O-])c1

Going on with the list.
DSG3 Ab inh	MOR-DOR ag	Cardiac RTF inh	RTF Ca sens act	Wnt act	Keap1 Nrf2 FP	OPRM1-OPRD1 inv	V-ATPase pH	Arr AP2 block	C-LANA FP	compound
102.2	-2.2	1.8	0.4	0.7	-5.6	15.4	3.9	6.0	0.0	COc1ccc([N+](=O)[O-])c(OC)c1C(=O)NC(=O)Nc1nc(C)nc(C)n1
100.9	-0.4	0.7	-6.2	nt	4.5	2.6	nt	2.0	1.3	COCCNC(=O)c1c[nH]c2ccc(S(=O)(=O)N3CCC4(CC3)OCCO4)cc2c1=O
100.3	-1.7	-11.4	-3.8	-1.0	1.5	10.9	-1.9	-4.8	0.9	CC1(c2ccccc2)NC(=O)N(CC(=O)Nc2ccc(C(N)=O)cc2)C1=O (stereo not drawn)
98.1	2.7	-4.7	-2.2	0.0	-3.4	-17.9	0.9	41.5	1.2	Cc1ccccc1OCCC(=O)OCC(=O)NCCNC(=O)COC(=O)CCOc1ccccc1C
100.2	6.7	-4.2	5.3	nt	6.3	-34.2	-3.7	6.7	0.2	O=C(Nc1cccc2ncccc12)c1ccc(-c2ccc(Cl)cc2Cl)o1
109.1	-2.4	-2.5	-0.8	-0.5	0.7	12.5	1.7	6.8	0.7	O=C(Cc1cc(=O)[nH][nH]1)N/N=C/c1ccccc1[N+](=O)[O-]
nt	-1.3	1.3	-2.5	-0.5	-6.8	8.1	-1.3	6.2	0.5	CC1CCCCC1NC(=O)C1CCCN(S(=O)(=O)c2ccc(-n3cnnn3)cc2)C1 (stereo not drawn)
104.1	-2.4	-8.1	-2.2	-1.0	-0.5	11.9	2.5	17.0	-1.6	O=C(COC(=O)C1CC(=O)N(C2CCCCC2)C1)c1ccc(F)cc1 (stereo not drawn)
113.1	0.2	-4.2	0.8	0.7	-5.0	-0.8	0.7	8.9	-0.5	O=C(Nc1ccccc1N1CCOCC1)C1CCCO1 (stereo not drawn)
105.7	-3.1	3.2	10.8	0.5	-1.2	17.5	3.7	5.1	-2.0	CC[C@H]1C(Nc2ccccc2)C[C@@H]2CCN3C(=O)CC[C@H]1[C@H]23 (stereo partly drawn)
106.6	-3.3	0.7	0.7	1.7	-0.9	16.2	-4.0	25.0	1.0	COc1ccc(CN2CCN(Cc3ccon3)CC2CCO)c(C)c1C (stereo not drawn)
87.1	0.2	-5.7	-0.6	1.7	-5.4	-1.1	-1.7	9.6	0.8	CC(C)c1ccc(-c2noc(C3CCCN(S(C)(=O)=O)C3)n2)cc1 (stereo not drawn)
100.5	-2.1	0.5	0.6	-3.8	-2.4	9.9	2.4	3.6	3.6	CC(=O)Nc1ccc(NS(=O)(=O)c2ccccc2)c2ccccc12
109.8	-0.3	-13.3	6.2	nt	-1.9	2.0	-3.3	11.9	0.7	Cc1cc(NC(=O)COC(=O)[C@H](C)NC(=O)c2ccccc2)no1
103.1	-1.5	-5.8	1.8	-1.5	-5.8	7.5	1.4	1.1	0.1	CC(C)c1ccc(NC(=O)CCNC(=O)N2CC(=O)Nc3ccccc32)cc1
97.3	-1.9	-7.1	0.1	24.0	-2.8	8.9	0.6	-6.9	-0.7	Cn1c(-c2cccs2)nc2ccccc21
102.2	-0.9	-5.5	-3.8	-4.3	1.9	5.5	0.6	36.5	-1.4	COc1ccc(C(C)(C)C)cc1NC(=O)CSc1ncn[nH]1

Sorted by SMILES length (low to high): 3 of the compounds above.
DSG3 Ab inh	MOR-DOR ag	Cardiac RTF inh	RTF Ca sens act	Wnt act	Keap1 Nrf2 FP	OPRM1-OPRD1 inv	V-ATPase pH	Arr AP2 block	C-LANA FP	compound
100.5	-2.1	0.5	0.6	-3.8	-2.4	9.9	2.4	3.6	3.6	CC(=O)Nc1ccc(NS(=O)(=O)c2ccccc2)c2ccccc12
109.8	-0.3	-13.3	6.2	nt	-1.9	2.0	-3.3	11.9	0.7	Cc1cc(NC(=O)COC(=O)[C@H](C)NC(=O)c2ccccc2)no1
nt	-1.3	1.3	-2.5	-0.5	-6.8	8.1	-1.3	6.2	0.5	CC1CCCCC1NC(=O)C1CCCN(S(=O)(=O)c2ccc(-n3cnnn3)cc2)C1 (stereo not drawn)

High-throughput results (PubChem BioAssay)
